GAA glycogen mod – GAA glycogen-cleavage inhibition or activation; P10253; recombinant GAA, glycogen substrate, Amplex Red glucose oxidase fluorescence; Potency, µM (highest dose often 76.4 µM), for the others: top-dose activity change, negative = inhibition, actives largely listed as inhibitors; actives 0.38% (n = 300,000); AID 2100;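 further: 0% = full enzyme reaction and -100% = no-enzyme basal signal; the screen sought inhibitors and activators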
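Recombinant human enzyme (4 nM); glycogen substrate; 37 C, 40 min, pH 5.0. Readout: coupled glucose oxidase/Amplex Red fluorescence.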
Tau FP inhib – tau fibrillization inhibition (FP); P10636; K18 P301L tau heparin fibrillization, Alexa594 FP, 6 h; Potency, µM (series often up to 57.7 µM), for inactives: at the highest dose activity, negative = inhibition, actives largely listed as inhibitors; actives 0.39% (n = 280,000); AID 1468; further: on the % scale 0 is the no-effect control and ±100 the full control effect; nearly all actives have a fitted effect of over 55% in size
Target sequence (P10636 561-689 P618L limits assumed): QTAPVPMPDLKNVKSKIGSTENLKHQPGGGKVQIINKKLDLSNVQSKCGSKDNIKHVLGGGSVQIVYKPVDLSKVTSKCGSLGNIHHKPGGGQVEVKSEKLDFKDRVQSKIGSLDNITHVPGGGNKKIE
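Quantitative HTS format: compounds meet 15 uM recombinant K18 P301L tau and Alexa 594-tau tracer in 100 mM sodium acetate pH 7; 20 uM heparin triggers fibrillization at 37 C over 6 hr; FP gives the signal.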
Tau fluor counter – counter-screen for tau fibril formation inhibitors. tau K18 P301L Alexa594 fluorescence, heparin fibrillization. Potency, µM (highest dose often 57.7 µM), for inactives: top-dose activity change, negative = decrease. actives 0.93% (n = 280,000); further: on the % scale 0 is the no-effect control and ±100 the full control effect; nearly all actives have a fitted effect of over 55% in size
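Human tau K18 P301L (15 uM unlabeled, 0.24 uM Alexa 594-labeled) in 100 mM sodium acetate pH 7 with 20 uM heparin, 6 hr at 37 C. ThT 30 uM added, 1 hr ambient; Alexa 594 FP and total fluorescence read at 555/632 nm.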
aGlu spleen mod – lysosomal alpha-glucosidase (human) modulation. P10253. human spleen homogenate, 4-MU-alpha-glucoside fluorescence. Potency, µM (series often up to 79.9 µM), for the others: top-dose activity change, negative = inhibition, actives largely listed as inhibitors. actives 0.006% (n = 240,000);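 further: 0% = enzyme with vehicle and -100% = no enzyme basal signal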
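Enzyme source: human spleen homogenate, 1 ug/well. Buffer 50 mM citric acid/K phosphate pH 5.0, 0.01% Tween-20. 4-MU-alpha-glucoside 1 mM; 37 C x 40 min; NaOH/glycine stop; fluorescence.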
HTT cytoprotect – cytoprotection in Huntington HTT-Q103 PC12 cell model; actives 0.14% (n = 230,000); PC12 HTT-Q103 induced, cytoprotection, ATP luminescence, 40 h; Potency, µM (series often up to 56.4 µM), for the others: cytoprotection (ATP increase), most hits filed as activators;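 further: % of control where 0% means no effect; nearly all actives have a fitted effect of over 45% in size; toxic huntingtin expression switched on by the ecdysone agonist tebufenozide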
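Cells were plated at 1500 per well in phenol red-free DMEM with 5% equine and 5% calf serum. Tebufenozide (100 nM final) and compounds were added, then ATPlite reagent, and luminescence was read.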
Tau ThT inhib – blocks human tau fibril formation measured by thioflavin T | AID 1460 | recombinant tau K18 P301L, heparin-induced fibrillization, ThT fluorescence | actives 2.1% (n = 270,000) | P10636 | Potency, µM (doses to about 57.4 µM), inactives show top-dose activity, negative = inhibition, hits mostly inhibitors; further: on the % scale 0 is the no-effect control and ±100 the full control effect; nearly all actives have a fitted effect of over 55% in size
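Fibril formation assay: tau K18 P301L at 15 uM with trace Alexa 594 label, heparin inducer 20 uM, pH 7 sodium acetate buffer, 37 C for 6 hr; endpoint ThT signal.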
GAA inh – alpha-glucosidase (human) inhibition; P10253; purified human GAA, 4-MU-alpha-glucoside fluorescence; Potency, µM (highest dose often 76.9 µM), inactives show at the highest dose activity change, negative = inhibition, actives largely listed as inhibitors; actives 0.005% (n = 200,000);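 further: plate controls were uninhibited enzyme wells for no effect and no-enzyme background for full effect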
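Endpoint fluorogenic read: 20 min room-temperature reaction of 4 nM human alpha-glucosidase with 400 uM 4-methylumbelliferyl-alpha-D-pyranoside, pH 5.0, quenched with 1M NaOH/1M glycine pH 10. AC50 from Hill modeling.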
aGal spleen mod – inhibitors or activators of human alpha-galactosidase in spleen homogenate; Potency, µM (series often up to 80 µM), for inactives: at the highest dose activity change, negative = inhibition, usual class: inhibitors; P06280; actives 0.008% (n = 240,000); human spleen homogenate, 4MU-alpha-Gal fluorescence, 40 min;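 further: 0% = enzyme with vehicle and -100% = no enzyme basal signal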
Target sequence (P06280 32-429 limits assumed): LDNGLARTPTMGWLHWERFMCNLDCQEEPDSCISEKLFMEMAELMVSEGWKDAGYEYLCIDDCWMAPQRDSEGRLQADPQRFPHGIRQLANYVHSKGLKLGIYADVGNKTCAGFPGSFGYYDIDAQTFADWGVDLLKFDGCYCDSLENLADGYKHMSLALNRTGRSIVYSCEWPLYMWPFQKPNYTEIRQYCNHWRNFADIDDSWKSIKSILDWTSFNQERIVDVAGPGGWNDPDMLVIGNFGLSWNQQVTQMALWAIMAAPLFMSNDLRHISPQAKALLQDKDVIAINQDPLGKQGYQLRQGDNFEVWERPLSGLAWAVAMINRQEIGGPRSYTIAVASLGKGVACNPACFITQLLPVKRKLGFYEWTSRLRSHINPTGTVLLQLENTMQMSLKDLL
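Human spleen homogenate (1 ug) as enzyme source, 4-methylumbelliferyl-alpha-D-galactopyranoside 1 mM final, citrate/phosphate pH 5.0 with 0.01% Tween-20. Compounds 40 min at 37C, NaOH/glycine stop; fluorescence Ex 365/Em 440, Hill-fit AC50.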
Starred values were filed as active, the others as inactive; u = inconclusive; x = no result given; & = joins results of further samples; [ ] = dose if it differs, or a comment. The call rests on the fitted dose curve; in most records, active means well fitted curve in the direction sought with a large enough effect; inconclusive means small, poorly fitted or top-dose-only effect, or another doubt; inactive means no such curve, though single readings can be large; an effect the other way counts as inactive or inconclusive. Potency means the concentration at half of the fitted maximal effect. No enrichment for hits; any-hit rate near 3.3%.

SMILES	GAA glycogen mod	Tau FP inhib	Tau fluor counter	aGlu spleen mod	HTT cytoprotect	Tau ThT inhib	GAA inh	aGal spleen mod
CCOC(=O)c1c(C)oc2cc(Br)c(OCC(N)=O)cc12	6%	-1%	1%	-2%	9%[1.9 µM]	-8%	-7%	-3%
COc1ccc([C@H]2[C@H](C(=O)C(C)(C)C)N3N=Cc4ccccc4C3[C@]23N=C(c2ccccc2)OC3=O)cc1OC (stereo partly drawn)	-10%	-10%	-16%	-1%	-28%	u	u	10%
O=C(NC1(C(F)(F)F)NC(=O)N(Cc2cccnc2)C1=O)c1cccs1 (stereo not drawn)	6%	-1%	3%	-12%	-7%	-1%	0%	4%
C=CCc1c(O)c(CC)cc2c(C)cc(=O)oc12	-3%	x	x	u	-1%[10 µM]	x	x	u
O=C(CN1CCCCCC1)Nc1ccc(S(=O)(=O)N2CCOCC2)cc1	10%	0%	0%	-2%	10%[10 µM]	-1%	4%	-3%
O=C(N/C(=N\O)c1ccccc1)Nc1ccc(Cl)cc1	-23%	-2%	6%	10%	-2%	12%	4%	3%
O=C(Cn1nnc(-c2cccc(C(F)(F)F)c2)n1)NCc1ccc(F)cc1	-9%[76.3 µM]	-7%	1%	x	x	3%	x	x
CCOC(=O)Cc1csc(NC(=O)C(C)c2ccc([N+](=O)[O-])cc2)n1 (stereo not drawn)	-9%	1%	-7%	-6%	x	-1%	1%	6%
Clc1ccc(CSc2nc3ccncc3[nH]2)cc1	11%	-2%	-17%	2%	-164%[inhibitor]	-6%	-6%	-6%
COc1ccc(OC2CCN(S(=O)(=O)c3ccc(OC)cc3)CC2)cc1	3%	3%	u	x	x	u	x	x
CCCC12CN3CC(C)(CN(C1)C3c1ccc(OCc3ccccc3)cc1)C2=O (stereo not drawn)	-1%[76.3 µM]	-3%	-3%	x	x	-6%	x	x
Clc1ccc(Oc2cccc(/C=N/n3cnnc3)c2)cc1	-14%	6%	-9%	9%	-41%[inhibitor]	-6%	-12%	1%
COc1cccc(/C=N/NC(=O)CCc2c(C)n[nH]c2C)c1O	-13%	-9%	-9%	-3%	7%[10 µM]	-25%	x	-3%
O=C(N/N=C/c1cccc(O)c1)c1ccc(COc2cccc3cccnc23)cc1	-5%	u	-15%	-2%	-54%[inhibitor]	u	-3%	-7%
O=C(N/N=C/c1ccc(Cl)cc1Cl)c1cccc(F)c1	3%	-8%	-29%	-1%	-20%	u	-2%	-3%
CCOC(=O)c1c(N)n(-c2ccc(CC)cc2)c2nc3ccccc3nc12	-7%[76.3 µM]	1%	-8%	x	x	-11%	x	x
CC(/C=C/c1ccc(N(C)C)cc1)=N\N=C1\NC(=O)CC(C(=O)Nc2ccccc2)S1 (stereo not drawn)	-11%	9%	u	-5%	-5%[10 µM]	u	u	-5%
Cc1nnc(NC2=NCCC2)s1	0%	1%	3%	-5%	12%[4.97 µM]	0%	-3%	-10%
O=[N+]([O-])c1ccc(Nc2c3ccccc3nc3ccccc23)cc1	-8%	u	11µM*[quencher]	5%	-123%[inhibitor]	10µM*	-4%	u
COCCSc1nc2c(c(=O)[nH]c(=O)n2C)n1Cc1cccc(C)c1	3%	5%	5%	3%	2%	-2%	0%	-6%
COc1ccc2nc(NC(=O)Nc3cccc4ccccc34)sc2c1	-15%	-11%	u	-9%	x	-15%	3%	-9%
CC(=O)N1CC=CC1(CC(C)C)C(=O)NCc1ccccn1 (stereo not drawn)	x	-2%	-10%	-7%	-1%	-5%	x	-1%
CCOc1ccc(NC(=O)CSc2nnc(-c3ccco3)n2C)cc1	7%	-4%	-9%	1%	-14%[10 µM]	u	-2%	-5%
O=C(N/N=C/c1ccco1)c1cc(C2CC2)[nH]n1	-4%	-2%	-13%	-9%	5%[10 µM]	u	x	7%
CCOC(=O)c1c(C)oc2c1c(C=NCc1ccccn1)c(O)c1ccccc12	u	-8%	u	-3%	-2%[10 µM]	13µM*	-13%	0%

More records:
SMILES	GAA glycogen mod	Tau FP inhib	Tau fluor counter	aGlu spleen mod	HTT cytoprotect	Tau ThT inhib	GAA inh	aGal spleen mod
CC(C)(C)c1ccc(S(=O)(=O)N2CCN(CCC#N)CC2)cc1	1%	-9%	-7%	2%	1%	-4%	-10%	5%
CCN(CC)CCNC(=O)c1cn(CC)c2ccc(S(=O)(=O)N(C)C3CCCCC3)cc2c1=O	-2%&17%[76.3 µM]	-6%	-3%	x	x	-2%	x	x
Cc1ccc(CN(Cc2ccco2)C(=O)COc2ccc(Cl)cc2Cl)cc1	-10%[76.3 µM]	-3%	-22%	x	x	-16%	x	x
COc1cc2c(c(OC)c1)C(c1cccc(OC)c1OC)CC(=O)N2 (stereo not drawn)	3%	3%	0%	-4%	-12%	-6%	1%	-8%
COc1ccc(CCc2nnc(CCC(=O)NCc3cnn(-c4ccccc4C)c3)o2)cc1	-11%	4%	-10%	-12%	-5%[10 µM]	-12%	-1%	-18%
CCOC(=O)c1c(C)n(-c2ccc(OC)cc2)c2ccc(O)c(CN(C)C)c12	-14%	8%	-8%	-4%	-21%[10 µM]	-9%	x	-2%
Cc1c(S(=O)(=O)Nc2ccc3c(c2)OCCO3)cnn1C	0%	-3%	-2%	-2%	-20%	8%	u	-2%
Cc1cc(-n2c(C)cc(C(=O)CN3C(=O)NC4(CCCCC4C)C3=O)c2C)no1 (stereo not drawn)	-5%	0%	-4%	-3%	-24%	-5%	-3%	-2%
Cc1ccc(COc2ccc(Br)cc2/C=N/O)cc1	-19%	u	u	-7%	-27%	u	-9%	-3%
CCCN1C(=O)/C(=C/c2ccc(C)s2)NC1=S	-7%	11%	u	-11%	8%[10 µM]	u	-4%	-4%
Cc1cccc(-n2nnnc2SCn2nnc3ccccc3c2=O)c1	5%	-10%	-11%	0%	-26%	-2%	-4%	1%
O=C(Nc1nccs1)C1CCN(S(=O)(=O)c2cccnc2)CC1	7%	-9%	-7%	-8%	2%	1%	-5%[15.4 µM]	0%
COC(=O)c1ccc(-c2nc3cc(N)ccc3o2)cc1	0%	13%	-18%	0%	31%[10 µM]	5µM*	-3%	7%
O=C(CCc1ccccc1)N1CCN(CCO)CC1	3%	0%	-10%	-2%	10%	-8%	-7%[15.4 µM]	2%
COc1cc(-c2nnc(SCCOc3ccccc3)o2)cc(OC)c1OC	17%[76.3 µM]	-14%	-1%	x	x	4%	x	x
COc1ccc(NC(=O)CCCCCN2C(=O)CCC2=O)cc1Cl	2%	5%	-11%	-2%	2%	-20%	10%	-9%
Cc1cc(C)nc(-n2ncc3c2CC(c2cccc(Cl)c2)CC3=O)n1 (stereo not drawn)	1%	4%	-4%	0%	-24%	-1%	1%	3%
O=C(OCC(=O)N1CCN(C(=O)c2ccco2)CC1)c1sc2cc(F)ccc2c1Cl	6%	-6%	-14%	-16%	-9%	-18%	-17%	-4%
CC(=O)Oc1c(C(=O)c2nnc(C)o2)c(=O)n(C)c2ccccc12	4%	-4%	1%	4%	x	-11%	1%	-15%
CCOc1c(C#N)c(C#N)c2nc(C)cc(C)n12	-6%	2%	0%	-5%	3%[0.074 µM]	-6%	0%	-7%
CCOc1ccc(Nc2nc(Cc3nnc(SCC(=O)N(CC)CC)n3C)cs2)cc1	u	7%	-18%	-6%	14%[10 µM]	u	0%	5%
CC1=C(C(=O)OC(C)C)C(c2ccco2)NC(=O)N1 (stereo not drawn)	6%	-1%	5%	-5%	6%	0%	-3%	-2%
Cn1c(C(=O)Nc2ccc3c(c2)OCCO3)cc2sccc21	1%	9%	u	7%	-86%[inhibitor]	u	12%	10%
Cc1ccc(-n2nnnc2SCC(=O)c2cc(C)n(-c3cc(C)on3)c2C)c(C)c1	11%	-15%	-22%	5%	-43%[inhibitor]	-13%	12%	13%
Cc1ccc(S(=O)(=O)N(CCCO)Cc2cc3c(C)ccc(C)c3[nH]c2=O)cc1	-1%	2%	-11%	-8%	14%	-8%	4%	9%

Reformatted bar-delimited: entries from further up.
canonical_smiles | GAA glycogen mod | Tau FP inhib | Tau fluor counter | aGlu spleen mod | HTT cytoprotect | Tau ThT inhib | GAA inh | aGal spleen mod
O=C(CCc1ccccc1)N1CCN(CCO)CC1 | 3% | 0% | -10% | -2% | 10% | -8% | -7%[15.4 µM] | 2%
COc1cc(-c2nnc(SCCOc3ccccc3)o2)cc(OC)c1OC | 17%[76.3 µM] | -14% | -1% | x | x | 4% | x | x
COc1ccc(NC(=O)CCCCCN2C(=O)CCC2=O)cc1Cl | 2% | 5% | -11% | -2% | 2% | -20% | 10% | -9%

Next records.
SMILES	GAA glycogen mod	Tau FP inhib	Tau fluor counter	aGlu spleen mod	HTT cytoprotect	Tau ThT inhib	GAA inh	aGal spleen mod
CC/C=C\C/C=C\C/C=C\C/C=C\C/C=C\CCCC(=O)O	x	-4%&-9%	2%&-16%	-3%&-1%	6%&21%&-9%	-7%&-22%	x	-21%&-11%
O=C(CCn1nnc2ccccc2c1=O)NCC1CCC(C(=O)O)CC1 (stereo not drawn)	2%	4%	4%	-3%	10%	-5%	-14%	5%
CC(=C(CCOP(=O)(O)O)SC(=O)c1ccccc1)N(C=O)Cc1cnc(C)nc1N	x	-13%	-26%	-1%	0%[40.3 µM]	-18%	x	-16%
COc1cccc(-n2c(C)c3c(OC)cccc(=O)c3c2C)c1	u	u	-26%	-4%	3%[10 µM]	25µM*	-13%	-3%
N#C/C(C(=O)N1CCOCC1)=c1\s/c(=C/c2ccncc2)c(=O)n1-c1ccccc1	4%	-2%	-10%	10%	13%	-12%	-4%	4%
O=C1c2ccccc2C(O)N1c1ccc(Cl)cc1 (stereo not drawn)	-2%	-6%	-12%	2%	-13%	-19%	1%	2%
CCCCC(=O)/C=C/n1c(=S)oc2ccccc21	8%	u	-7%	0%	10%[10 µM]	14µM*	-1%	0%
CCOc1c(Br)cc(CNc2ccc(N3CCOCC3)cc2)cc1OC	35µM*	1%	u	-7%	10%[10 µM]	x	x	-5%
COc1ccc(-n2c(SCC#N)nc3ccccc3c2=O)cc1	3%	0%	-5%	-4%	3%	-1%	-13%	-2%
O=C(/C=C/c1ccco1)NC(=S)Nc1ccc(Cl)cn1	12%	-3%	u	-8%	-2%	22µM*	-9%	6%
